Screening results (PubChem)
Pf growth 96h: P. falciparum growth inhibition at 96 hours; P. falciparum luciferase reporter growth, 96 h; Potency, µM (highest dose often 28.7 µM), for the others: at the highest dose activity change, negative = inhibition, actives largely listed as inhibitors; 320,000 compounds, 6.9% hits; also: potency is read from the fitted curve at half-maximal effect; % is scaled to controls: 0 for no effect and ±100 for the full control effect
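P. falciparum expressing integrated firefly luciferase, in erythrocytes at 2% hematocrit, 0.05% parasitemia, incubated with compounds 96 h at 37 C, 5% CO2. Growth inhibition read as loss of luminescence; two-generation exposure targets delayed-death apicoplast inhibitors.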
HCV inh: HCV inhibition; 340,000 compounds, 3.4% hits; Potency, µM (series often up to 41.8 µM), for inactives: at the highest dose activity change, negative = inhibition, hits mostly inhibitors; Huh7.5.1 HCVcc-Cre infection, luciferase reporter, 44 h; also: potency is read from the fitted curve at half-maximal effect; % is scaled to controls: 0 for no effect and ±100 for the full control effect
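Seed cells (1,000/well) for 4 h; treat with compound and infect with HCVcc-Cre, moi about 0.5. Incubate 44 h, then detect luciferase activity.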
Pf growth 48h: inhibits P. falciparum growth in the first generation, 48 h; Potency, µM (titrated, usually from 28.7 µM), inactives show at the highest dose activity change, negative = inhibition, usual class: inhibitors; 310,000 compounds, 5.9% hits; P. falciparum luciferase growth in erythrocytes, 48 h; also: potency is read from the fitted curve at half-maximal effect; % is scaled to controls: 0 for no effect and ±100 for the full control effect
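Luciferase-expressing parasites in RBCs, 2% Hct / 0.1% parasitemia final; RPMI 1640 + 0.5% Albumax; 37 C, 5% CO2, one generation; luminescence read-out, lower signal = inhibition.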
Cycloheximide cs: counter-screen hit for Shiga toxin inhibitors, cycloheximide; 300,000 compounds, 12% hits; max response, %; AID 2314; cell reporter, cycloheximide protein synthesis inhibition counterscreen; in the data active = max response mostly above about 13%, no sharp cut-off; inactive = mostly below about 14%; also: read at 38.3 µM for the half of the compounds with a filed dose; 0% is about no effect
LmPK inh: LmPK (Leishmania mexicana) enzyme inhibition | Q27686 | purified LmPK, Kinase-Glo ATP luminescence, 1 h | Potency, µM (top dose mostly 57.5 µM), for the others: at the highest dose activity change, negative = inhibition, usual class: inhibitors | 290,000 compounds, 0.37% hits; also: potency is read from the fitted curve at half-maximal effect; % is scaled to controls: 0 for no effect and ±100 for the full control effect
Target sequence (Q27686 whole entry, looked up): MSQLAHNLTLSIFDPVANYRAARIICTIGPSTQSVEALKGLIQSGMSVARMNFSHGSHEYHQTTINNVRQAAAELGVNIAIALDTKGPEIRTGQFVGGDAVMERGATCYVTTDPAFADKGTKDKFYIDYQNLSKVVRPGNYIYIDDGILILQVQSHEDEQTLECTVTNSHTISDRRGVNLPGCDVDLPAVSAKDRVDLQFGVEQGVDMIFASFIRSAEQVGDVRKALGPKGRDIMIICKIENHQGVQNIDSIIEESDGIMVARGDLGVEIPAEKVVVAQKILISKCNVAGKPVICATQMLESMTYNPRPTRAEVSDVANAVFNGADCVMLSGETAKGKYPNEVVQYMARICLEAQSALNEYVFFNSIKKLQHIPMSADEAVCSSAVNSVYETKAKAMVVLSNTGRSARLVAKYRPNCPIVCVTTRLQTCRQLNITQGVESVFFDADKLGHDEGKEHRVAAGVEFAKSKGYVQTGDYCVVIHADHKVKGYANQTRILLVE
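Purified LmPK (0.1 nM) converted ADP (0.1 mM) to ATP with PEP (0.5 mM) in imidazole buffer pH 7.2 with KCl and MgCl2, 1 h at room temperature. ATP was read by Kinase-Glo luminescence; data normalized to uninhibited and no-enzyme controls.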
Tb PYK inh: blocks Trypanosoma brucei pyruvate kinase | TbPYK enzyme, Kinase-Glo Plus ATP luminescence, 45 min | Potency, µM (series often up to 76.8 µM), for the others: top-dose activity, negative = inhibition, actives largely listed as inhibitors | 410,000 compounds, 0.12% hits | AID 624173; also: potency is read from the fitted curve at half-maximal effect; % is scaled to controls: 0 for no effect and ±100 for the full control effect; nearly all actives have a fitted effect of over 50% in size
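Enzyme and substrate buffer are dispensed first and compound is pin-transferred. ADP at 130 uM final then starts the reaction, which runs 45 min at room temperature. Detection reagent is added for 10 min before luminescence is imaged.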
Shiga inhibitor: Shiga toxin inhibition | Vero cells, Shiga toxin protein synthesis inhibition reporter | inhibition, % at 38.7 µM | 290,000 compounds, 9.2% hits | AID 2315; in the data active = inhibition mostly above about 28%, no sharp cut-off; inactive = mostly below about 43%; also: 0% is about no effect
* hit, by the source's call; ? = inconclusive; nt = no result given; & = joins results of further samples; [ ] = another dose, or the depositor's remark. Unless noted, calls follow the shape of the dose curve; as a rule, active = well fitted curve in the direction sought with a large enough effect; inconclusive = small, poorly fitted or top-dose-only effect, or another doubt; inactive = no such curve, though single readings can be large; an effect the other way counts as inactive or inconclusive. An unsorted share of the library; about 24% have a hit in one of these screens.

1	CCN(C(=O)COC(=O)c1cc(-c2ccc3cc(OC)ccc3c2)nc2ccccc12)C1CCS(=O)(=O)C1 (configuration not stated)
2	O=c1cc(C(F)(F)F)[nH]c(=O)n1C1CCCCC1
3	Cc1cc(NC(=O)CSc2nnnn2-c2cc(Cl)ccc2C)no1
4	COC(=O)C1=C(C(=O)OC)[C@@H]2N(Cc3ccccc3)c3ccccc3[C@@]23C[C@@H](C(=O)OC)N(C(=O)c2ccc(Br)cc2)C3=N1
5	O=C(OCC(=O)N1CCCC1=O)C1CCN(S(=O)(=O)c2ccc(Cl)c(C(F)(F)F)c2)CC1
6	c1ccc(CCn2nnnc2C(c2cccnc2)N2CCN(c3ccccc3)CC2)cc1 (configuration not stated)
7	c1ccc(SCCOCCN2CCc3ccccc3C2)cc1
8	CCCn1ncc(CN2CCC(CO)(CC3CCCCO3)CC2)c1C (configuration not stated)
9	COc1cc(C(=O)Nc2ccc3c(c2)CCN3C(C)=O)cc(OC)c1OC
10	Cc1noc(C)c1S(=O)(=O)Nc1ccc(C(=O)Nc2ccc(OC(F)(F)F)cc2)cc1
assay / entry,1,2,3,4,5,6,7,8,9,10
Pf growth 96h,-12%,3%,45%[activator],?,-15%,4%,-16%,1%,4%,?
HCV inh,7%,1%,-14%,-2%,2%,12%,1%,12%,-29%,14µM*
Pf growth 48h,7%,-6%,?,?,-11%,?,-11%,?,-17%[5.75 µM],-20%
Cycloheximide cs,30*,6,1,5,nt,-4,-4,-2,-2,-11
LmPK inh,-7%,1%,-1%,-9%,nt,8%,-5%,-5%,-2%,6%
Tb PYK inh,nt,-11%,4%,1%,-2%,9%,-4%,-24%,-15%,-10%
Shiga inhibitor,43*,-9,-3,12,nt,-3,1,-3,-2,-5

Next part, starting with the last 2 of the part before.
9	COc1cc(C(=O)Nc2ccc3c(c2)CCN3C(C)=O)cc(OC)c1OC
10	Cc1noc(C)c1S(=O)(=O)Nc1ccc(C(=O)Nc2ccc(OC(F)(F)F)cc2)cc1
11	CCc1nc(SCC(=O)NCCc2ccccc2)c2oc3ccccc3c2n1
12	CCc1cc(=O)oc2cc(C)cc(OCC(=O)NCCCn3ccnc3)c12
13	CS(=O)(=O)N(CCC#N)Cc1ccc(C=O)o1
14	O=C(O)c1cccc(NS(=O)(=O)c2cc(S(=O)(=O)c3ccc(Cl)cc3)ccc2Cl)c1
15	CC(C)(C)NCc1ccccc1OCc1cccs1
16	O=C(Cc1cccs1)Nc1nc(-c2cccnc2)cs1
17	CCOC(=O)c1ccc(-c2ccc3c(=O)c4ccccc4n(C)c3c2)cc1F
18	O=C(c1ccc(OC2CCN(C/C=C/c3ccc(F)cc3)CC2)cc1)N1CCCC1
19	Cc1cc(C(=O)OC(C)C(=O)NC2CCCCC2C)c(C)o1 (configuration not stated)
20	O=C(O)c1ccccc1C(=O)OCCCCOC(=O)c1ccccc1C(=O)O
assay / entry,9,10,11,12,13,14,15,16,17,18,19,20
Pf growth 96h,4%,?,?,-20%,17%,-31%,?,?,2%,4.1µM*,4%,15µM*
HCV inh,-29%,14µM*,-23%,-5%,9%,nt,2%,-24%,52%[activator],?,-10%,-1%
Pf growth 48h,-17%[5.75 µM],-20%,0%,21%,-8%,6%,?,?,87%[activator],8.3µM*,?,-5%
Cycloheximide cs,-2,-11,1,-5,-2,6,-7,1,11,-2,nt,2
LmPK inh,-2%,6%,0%,-2%,2%,-8%,-5%,6%,2%,1%,nt,5%
Tb PYK inh,-15%,-10%,1%,-21%,0%,4%,2%,-3%,-1%,2%,0%,3%
Shiga inhibitor,-2,-5,-10,-5,35,-3,-5,18,-5,-6,nt,-9

Quoted from the listing:
`CS(=O)(=O)N(CCC#N)Cc1ccc(C=O)o1` | Pf growth 96h = 17%
`O=C(Cc1cccs1)Nc1nc(-c2cccnc2)cs1` | Tb PYK inh = -3%
`O=C(c1ccc(OC2CCN(C/C=C/c3ccc(F)cc3)CC2)cc1)N1CCCC1` | Pf growth 48h = 8.3µM*

Later entries:
21	O=C(Cn1cnc2c(nnn2-c2ccccc2)c1=O)NCc1ccc(F)cc1
22	COc1ccc(CN2C(=O)c3ccccc3C2C(=O)NC2CCCC2)c(OC)c1 (configuration not stated)
23	O=C(N=C1SC2CS(=O)(=O)CC2N1c1ccc(Br)cc1Cl)C1CC1 (configuration not stated)
24	O=C(NC1CC1)C1CCN(C(=O)c2ccc(Cl)cc2)CC1
25	Cc1nc2ccc(F)cc2cc1C(=O)Nc1cccc(Cl)c1C
26	CC1CCCCC1NC(=O)CCNS(=O)(=O)c1cc(Br)cnc1N (configuration not stated)
27	Cn1cccc1C(=O)C(=O)Nc1ccc(Cl)cc1
28	Cc1[nH]nc2c1C(c1ccsc1C)C(C#N)=C(N)O2 (configuration not stated)
29	Cc1ccc2c(c1)N(S(=O)(=O)c1ccc(CN3C(=O)c4cccnc4C3=O)cc1)CCO2
30	COc1cccc(OCCCCN2CC(C)OC(C)C2)c1 (configuration not stated)
assay / entry,21,22,23,24,25,26,27,28,29,30
Pf growth 96h,34%[activator],58%[activator],29%,53%[activator],25%,-1%,111%[activator],-8%,?,23%
HCV inh,4%,4%&3%,17%,6%,12%,14%,10%,-22%,9%,17%
Pf growth 48h,18%,-27%,3%,6%,11%,6%,487%[activator],nt,23%,nt
Cycloheximide cs,-3,0,-2,-8,-1,1,52*,-4,-5,-4
LmPK inh,5%,-4%,2%,0%,-3%,4%,?,6%,4%,-5%
Tb PYK inh,-3%,-9%,3%,-5%,6%,4%,-12%,0%,2%,-5%
Shiga inhibitor,-5,4,-2,-5,13,-5,81*,-18,-11,16

31	CCN(CC(=O)Nc1c(F)cccc1F)C(=O)CCN1C(=O)C2CCCCC2C1=O (configuration not stated)
32	O=C(O)C(Cc1cc(I)c(O)c(I)c1)c1ccccc1 (configuration not stated)
33	O=C(NCCCN1CCOCC1)c1ccc2c(c1)N(Cc1ccccc1)C(=O)c1ccccc1S2
34	CCN(CC)S(=O)(=O)c1cc(NC(=O)COC(=O)C2CCC2)ccc1C
35	CCOC(=O)C1CCCN(C(=O)c2ccc3c(=O)n(CCOC)c(=S)[nH]c3c2)C1 (configuration not stated)
36	O=S(=O)(c1ccccc1)c1ncc(C(F)(F)F)cc1Cl
37	CCN(CC)CC(=O)Nc1ccc2c(c1)Nc1ccccc1CC2
38	Cc1nc(SCC(=O)c2ccc(Cl)cc2)c([N+](=O)[O-])[nH]1
39	C=CCNC(=O)/C(=C\C=C\c1ccccc1)NC(=O)c1ccccc1Cl
40	CC(=O)c1ccc(N(C)C)c2c(N(C)C)cccc12
assay / entry,31,32,33,34,35,36,37,38,39,40
Pf growth 96h,31%[activator],?,?,-17%,-2%,?,-62%,8%,1%,33%
HCV inh,2%,nt,10%,-11%,0%,?,13µM*,14%,-11%,2%
Pf growth 48h,?,-4%,1%,?,?,10µM*,?,21%,14%,16%
Cycloheximide cs,nt,nt,-1,nt,2,17,21*,-2,-3,2
LmPK inh,nt,nt,4%,nt,4%,-4%,-3%,-1%,2%,3%
Tb PYK inh,-7%,1%,-6%&3%,-3%,-6%,3%,-2%,nt,7%,1%
Shiga inhibitor,nt,nt,-15,nt,-7,16,33*,-17,26,5

41	O=C(Nc1sc2c(c1C(=O)O)CCC2)c1cccc(Cl)c1
42	COc1ccc(CCNC(=O)CCCN2C(=O)C(c3ccccc3)Oc3cccnc32)cc1OC (configuration not stated)
43	Cc1nc(SC(C(=O)c2ccccc2)c2ccccc2)n[nH]1 (configuration not stated)
44	Cc1ccsc1C(=O)NNC(=O)C1C2C=CC(C2)C1C(=O)O (configuration not stated)
45	CC(=O)c1cccc(NC(=O)c2ccc(-c3ccccc3[N+](=O)[O-])o2)c1
46	CCC(Oc1cccc(C)c1)C(=O)Nc1ccccc1C(=O)N1CCOCC1 (configuration not stated)
47	CCOC(=O)c1c(NC(=O)C2CC2)sc2c1CC(C)(C)OC2
48	NC(=O)c1ccc(-c2nnc(Nc3ccc(S(N)(=O)=O)cc3)c3ccccc23)cc1
49	COC(=O)CSc1nccc(C)n1
50	CCOc1ccc(NC(=O)CN2C(=O)NC(C)(c3ccc(OC(F)F)cc3)C2=O)cc1 (configuration not stated)
assay / entry,41,42,43,44,45,46,47,48,49,50
Pf growth 96h,45%[activator],-9%,?,11%,-53%,-35%,-4%,19%,50%[activator],?
HCV inh,10%,-8%,-4%,-22%,?,nt,?,-2%,25%,-13%
Pf growth 48h,35%[activator],?,27%,145%[activator],170%[activator],-24%,12µM*,?,29%,1µM*
Cycloheximide cs,44*,19,-1,121*,70*,2,-3,4,-2,-3
LmPK inh,-10%,8%,8%,-2%,-2%,4%,1%,6%,-7%,7%
Tb PYK inh,1%,2%,-2%,-8%,-7%,-1%,-4%,7%,-1%,-7%
Shiga inhibitor,70*,-7,-13,96*,51*,-8,15,14,10,23

Compounds listed so far containing a nitro group on carbon:
38	Cc1nc(SCC(=O)c2ccc(Cl)cc2)c([N+](=O)[O-])[nH]1
45	CC(=O)c1cccc(NC(=O)c2ccc(-c3ccccc3[N+](=O)[O-])o2)c1
assay / entry,38,45
Pf growth 96h,8%,-53%
HCV inh,14%,?
Pf growth 48h,21%,170%[activator]
Cycloheximide cs,-2,70*
LmPK inh,-1%,-2%
Tb PYK inh,nt,-7%
Shiga inhibitor,-17,51*

Going on with the list:
51	COc1ccc(/C(O)=C2/C(=O)C(=O)N(CCCN3CCOCC3)C2c2ccc(C)cc2)cc1 (configuration not stated)
52	O=C(Cn1cnc2scc(-c3ccc(Br)cc3)c2c1=O)N1CCOCC1
53	Cc1oc2cc(O)ccc2c(=O)c1Oc1ccc(F)cc1
54	NS(=O)(=O)c1ccc2nc(-c3ccccc3)c(-c3ccccc3)nc2c1
55	CCCCNC(=O)C1CCN(S(=O)(=O)c2cnc[nH]2)CC1
56	CC1Cc2ccccc2N1C(=O)CSc1nnc(CSc2ncccn2)n1C (configuration not stated)
57	O=C(c1ccc(CNS(=O)(=O)c2ccc(Br)cc2)cc1)N1CCC2(CC1)OCCO2
58	CCOC(=O)c1csc(NC(=O)CSc2nnc(C3CC3)n2C)n1
59	Cc1ccc(CSc2nc(-c3ccccc3)c(C#N)c(=O)[nH]2)cc1
60	Cn1cc(CN2CCCCC2CO)c(-c2ccc(Oc3ccccc3)cc2)n1 (configuration not stated)
assay / entry,51,52,53,54,55,56,57,58,59,60
Pf growth 96h,-30%,14%,13%,27%,1%,nt,?,?,45%[activator],-17%
HCV inh,2%,-3%,6%,?,?,-5%,-17%,15%,1%,-26%
Pf growth 48h,41%[activator],5%,10%,9%,3%,-24%,?,-12%,3%,?
Cycloheximide cs,-2,-2,13,-2,-3,-2,-6,-8,-11,-3
LmPK inh,6%,3%,3%,-3%,-7%,4%,2%,1%,3%,5%
Tb PYK inh,1%,7%,5%,-2%,-2%,1%,0%,-8%,0%,2%
Shiga inhibitor,-10,-10,-5,2,-13,-21,-1,-5,23,-7
